TDP1 block: TDP1 (human) enzyme inhibition; 350,000 tested, 0.28% active; recombinant TDP1, AlphaScreen DNA substrate cleavage; AID 485290; Q9NUW8; Potency, µM (series often up to 130 µM), inactives show at the highest dose activity change, negative = inhibition, hits mostly inhibitors; further: nearly all actives have a fitted effect of over 40% in size
Target sequence (Q9NUW8 whole entry, looked up): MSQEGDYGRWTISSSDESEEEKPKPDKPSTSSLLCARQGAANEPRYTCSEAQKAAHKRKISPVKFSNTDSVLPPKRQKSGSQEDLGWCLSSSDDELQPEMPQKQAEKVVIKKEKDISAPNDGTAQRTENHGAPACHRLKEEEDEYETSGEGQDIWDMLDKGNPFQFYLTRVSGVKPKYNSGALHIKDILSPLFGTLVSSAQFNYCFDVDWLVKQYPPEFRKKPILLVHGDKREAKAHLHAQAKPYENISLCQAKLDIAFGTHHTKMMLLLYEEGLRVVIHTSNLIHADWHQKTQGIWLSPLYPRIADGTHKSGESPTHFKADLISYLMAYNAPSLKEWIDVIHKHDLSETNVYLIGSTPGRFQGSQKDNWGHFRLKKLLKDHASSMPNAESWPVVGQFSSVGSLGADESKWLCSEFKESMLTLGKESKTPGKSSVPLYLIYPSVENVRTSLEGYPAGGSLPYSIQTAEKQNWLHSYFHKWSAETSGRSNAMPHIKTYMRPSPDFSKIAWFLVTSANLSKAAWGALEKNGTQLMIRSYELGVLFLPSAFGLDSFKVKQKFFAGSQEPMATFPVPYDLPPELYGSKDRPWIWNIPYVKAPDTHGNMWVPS
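Compounds were preincubated with Tdp1 (1 nM final) for 15 min at room temperature before substrate (15 nM final) started a 5 min reaction; beads (10 ug/ml final) were then added for 10 min before AlphaScreen detection.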
FEN1 inhibitor: blocks human flap endonuclease 1. P39748. Recombinant FEN1 flap cleavage, fluorescence, 15 min. Potency, µM (top dose mostly 114 µM), for the others: at the highest dose activity change, negative = inhibition, usual class: inhibitors. 390,000 tested, 0.35% active. AID 588795; further: nearly all actives have a fitted effect of over 65% in size
Target sequence (P39748 whole entry, looked up): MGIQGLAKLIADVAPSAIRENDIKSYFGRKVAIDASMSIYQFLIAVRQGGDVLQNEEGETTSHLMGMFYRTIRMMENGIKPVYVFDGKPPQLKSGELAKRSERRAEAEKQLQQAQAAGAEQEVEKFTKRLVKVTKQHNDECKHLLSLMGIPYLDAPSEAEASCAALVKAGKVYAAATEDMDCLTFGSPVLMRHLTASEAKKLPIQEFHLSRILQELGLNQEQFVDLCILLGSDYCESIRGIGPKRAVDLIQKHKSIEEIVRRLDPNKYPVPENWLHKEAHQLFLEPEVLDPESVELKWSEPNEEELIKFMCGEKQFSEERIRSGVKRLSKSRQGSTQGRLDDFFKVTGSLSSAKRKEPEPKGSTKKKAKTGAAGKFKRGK
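Enzyme 10 nM, 15 min RT preincubation with compound; start with substrate 50 nM final; reads at 0 and 15 min; qHTS titration, four-parameter Hill fit.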
N370S GC mod: N370S glucocerebrosidase modulation, Gaucher chaperone candidate; 330,000 tested, 0.092% active; Potency, µM (doses to about 59.4 µM), without a hit: at the highest dose activity change, negative = inhibition, actives largely listed as inhibitors; N370S GC spleen homogenate, 4MU-glucoside fluorescence; P04062;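 further: 0% = full enzyme activity and -100% = no enzyme basal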
An asterisk follows results filed as active; u = inconclusive; x = no result given; & = joins results of further samples; [ ] = remark or other dose. The call rests on the fitted dose curve; in most records, active means well fitted curve in the direction sought with a large enough effect; inconclusive means small, poorly fitted or top-dose-only effect, or another doubt; inactive means no such curve, though single readings can be large; an effect the other way counts as inactive or inconclusive. Unless noted, on the % scale 0 is the no-effect control and ±100 the full control effect; potency means the concentration at half of the fitted maximal effect.

Start of the data: the first 19 compounds as a preview:
SMILES	TDP1 block	FEN1 inhibitor	N370S GC mod
Cc1ccccc1OCc1nnc(SCc2nc3ccccc3c(=O)[nH]2)n1C	2%	-12%	-6%
COc1ccc2c(c1)c(C(=O)OCCN(C)C)c(C)n2C	2%	u	-4%
CC(C)CCOc1ccc(Cl)cc1CN1CCOCC1	0%	3%	3%
OC1(c2cccs2)CN(c2ccccc2)C2=[N+]1CCCC2 (stereo not drawn)	3%	8%	-3%
CCCn1c(SCc2ccc(Cl)cc2)nc2c1c(=O)[nH]c(=O)n2C	4%	4%	5%
CC(C)Oc1cc(S(=O)(=O)N2CCCCC2)ccc1N	8%	13%	-13%
CCOc1cc(C(=S)N2CCOCC2)ccc1OS(=O)(=O)c1ccc(OC)cc1	0%	-1%	0%
[O-]/[N+](=C/c1ccccc1)c1ccccc1	1%	-15%	x
COc1ccc(N2C(=O)CC(NNC(=O)c3cc(C)oc3C)C2=O)cc1 (stereo not drawn)	-3%	0%	2%
CCCN1CCC(=O)N([C@H](COc2ccccc2)CC(C)C)CC1	x	-3%&10%	-5%
Cc1nn(-c2ccc(N3CCCCC3)nn2)c(C)c1CCC(=O)NCc1ccccc1	6%	-3%	x
O=C(Nc1ccc2c(c1)nc1n2CCSC1)c1ccco1	-5%	-2%	10%
Cc1ccccc1NC(=O)N1CCCN(c2ccc(C#N)cn2)CC1	x	-1%	-9%
Cc1cccc(NC(=O)c2cnn(C)c2)c1C	0%	-4%	-7%
Cc1ccc[n+](Cc2ccc([N+](=O)[O-])cc2)c1	4%	19%	5%
Cn1ccnc1SCc1cn2cc(Br)ccc2n1	-2%	0%	3%
CCOC(=O)C1=C(CN2CC(C)CC(C)C2)NC(=O)NC1c1ccc2c(c1)OCO2 (stereo not drawn)	3%	13%	-17%
NC(=O)c1ccc(NCc2ccco2)c([N+](=O)[O-])c1	4%	5%	-20%
Cc1ccc(CNC(=O)C(=O)NCC2OCCCN2S(=O)(=O)c2ccc(F)cc2)cc1 (stereo not drawn)	2%	-5%	-10%

The listing, previewed entries included:
SMILES	TDP1 block	FEN1 inhibitor	N370S GC mod
Cc1ccccc1OCc1nnc(SCc2nc3ccccc3c(=O)[nH]2)n1C	2%	-12%	-6%
COc1ccc2c(c1)c(C(=O)OCCN(C)C)c(C)n2C	2%	u	-4%
CC(C)CCOc1ccc(Cl)cc1CN1CCOCC1	0%	3%	3%
OC1(c2cccs2)CN(c2ccccc2)C2=[N+]1CCCC2 (stereo not drawn)	3%	8%	-3%
CCCn1c(SCc2ccc(Cl)cc2)nc2c1c(=O)[nH]c(=O)n2C	4%	4%	5%
CC(C)Oc1cc(S(=O)(=O)N2CCCCC2)ccc1N	8%	13%	-13%
CCOc1cc(C(=S)N2CCOCC2)ccc1OS(=O)(=O)c1ccc(OC)cc1	0%	-1%	0%
[O-]/[N+](=C/c1ccccc1)c1ccccc1	1%	-15%	x
COc1ccc(N2C(=O)CC(NNC(=O)c3cc(C)oc3C)C2=O)cc1 (stereo not drawn)	-3%	0%	2%
CCCN1CCC(=O)N([C@H](COc2ccccc2)CC(C)C)CC1	x	-3%&10%	-5%
Cc1nn(-c2ccc(N3CCCCC3)nn2)c(C)c1CCC(=O)NCc1ccccc1	6%	-3%	x
O=C(Nc1ccc2c(c1)nc1n2CCSC1)c1ccco1	-5%	-2%	10%
Cc1ccccc1NC(=O)N1CCCN(c2ccc(C#N)cn2)CC1	x	-1%	-9%
Cc1cccc(NC(=O)c2cnn(C)c2)c1C	0%	-4%	-7%
Cc1ccc[n+](Cc2ccc([N+](=O)[O-])cc2)c1	4%	19%	5%
Cn1ccnc1SCc1cn2cc(Br)ccc2n1	-2%	0%	3%
CCOC(=O)C1=C(CN2CC(C)CC(C)C2)NC(=O)NC1c1ccc2c(c1)OCO2 (stereo not drawn)	3%	13%	-17%
NC(=O)c1ccc(NCc2ccco2)c([N+](=O)[O-])c1	4%	5%	-20%
Cc1ccc(CNC(=O)C(=O)NCC2OCCCN2S(=O)(=O)c2ccc(F)cc2)cc1 (stereo not drawn)	2%	-5%	-10%
CSc1ccccc1OCc1cc(C(=O)N2CCC[C@H]2C(N)=O)no1	1%	0%	1%
CCN(CC)C(=O)COc1coc(CN2CCN(c3ccccc3F)CC2)cc1=O	1%	-1%	1%
O=C(NCc1cccnc1)c1cccc(S(=O)(=O)N2CCCCC2)c1	6%	-1%	3%
CCOc1cc(-c2cc(-c3ccccc3)nc(N)c2C#N)ccc1O	4%	4%	10%
COc1cccc2cc(C(=O)N3CCN(C(=O)c4ccccc4)CC3)c(=O)oc12	-8%	-2%	-1%
Cc1nc(N2CCN(c3ccccc3)CC2)[nH]c(=O)c1Cc1cccc2ccccc12	1%	x	-1%

Compound profiles (already shown).
Entry for CSc1ccccc1OCc1cc(C(=O)N2CCC[C@H]2C(N)=O)no1 : TDP1 block = 1%; FEN1 inhibitor = 0%; N370S GC mod = 1%
Entry for CCOc1cc(C(=S)N2CCOCC2)ccc1OS(=O)(=O)c1ccc(OC)cc1 : TDP1 block = 0%; FEN1 inhibitor = -1%; N370S GC mod = 0%

New compounds follow
SMILES	TDP1 block	FEN1 inhibitor	N370S GC mod
COc1cc(NC(=O)c2ccccc2Cl)c2ncccc2c1	-4%	4%	30%
CCc1ccc(NC2=NCC(=O)N2c2ccc3c(c2)OCCO3)cc1	4%[56.1 µM]	-1%	-1%
CCOC(=O)c1oc2cc(O)ccc2c(=O)c1-c1ccc(OC)cc1	6%	1%	-17%
Cc1nonc1NC(=O)CSc1nc(C23CC4CC(CC(C4)C2)C3)nc2ccccc12	x	u	16%
CCOc1ccc(CNC(=O)Cn2cc3c(n2)-c2c(oc(C(=O)N4CCCC4)c2C)CC3)cc1	8%	13%	x
O=c1oc(CCCO)cc2ccc(Br)cc12	1%	-6%	x
COc1cccc(NC(=O)c2cnsn2)c1	-2%	-11%	23%
Cc1ccc(Cn2c(Sc3nccc(C)n3)nc3c2c(=O)[nH]c(=O)n3C)cc1	0%	-6%	21%
CC(=O)NC(CC(=O)Nc1ccc(S(=O)(=O)Nc2nccs2)cc1)c1ccccc1 (stereo not drawn)	-9%	-9%	-5%
O=C(NCc1ccccc1)c1onc(CSc2ccc(Cl)cc2)c1C(=O)NCC1CC1	-6%	6%	6%
C/C=C/c1ccc(OCCCCOc2c(OC)cccc2OC)c(OC)c1	0%	-5%	8%
O=C(CCCn1c(=O)c2sccc2n(Cc2c(F)cccc2Cl)c1=O)NCc1ccccc1	-3%	31%	x
Clc1ccc(Cn2nnc(-c3ccc(N4CCOCC4)cc3)n2)cc1	5%	1%	-16%
Cc1cc(C)c(OCCOCCN2CCNCC2)c(C)c1	-2%	-2%	2%
CCc1ccc(CN(C)C(=O)c2cc(COc3cccc4cnccc34)on2)cc1	0%	u	-6%
CCc1ccc(NC(=O)c2ccc3c(c2)C(=O)N(Cc2ccco2)C3=O)cc1	-5%	4%	0%
Cc1ccc(NC(=O)CSc2nc3c(c(=O)[nH]2)CCC3)c(C)c1	4%	0%	-1%
CCCOc1ccccc1NC(=O)c1ccc(N)cc1	-2%	-3%	-19%
COc1ccc([C@H]2CC(=O)C=C(c3cccc(Cl)c3O)C2)cc1OC	3%	-2%	x
COc1ccc(N2CCN(C(=O)c3ccc4c(c3)N(Cc3cccc(Cl)c3)C(=O)c3ccccc3S4(=O)=O)CC2)cc1	2%	12%	x
CC(C)(C)OC(=O)C[C@@H]1C/C=C\C[C@@H](CC(=O)N(CCO)Cc2ccccc2)C(=O)NC[C@H](c2ccccc2)OC1=O	-1%	3%	x
COc1cc(/C=C2/C(=O)N(c3cccc(Br)c3)N=C2C)cc(OC)c1O	x	u	-9%
CC(C)(O)C#Cc1ccc(CNC[C@H]2O[C@@H](n3cnc4c(N)ncnc43)[C@H](O)[C@@H]2O)s1	0%[56.1 µM]	-5%	x
CNC(=O)c1ccc(-c2cc3onc(-c4ccccc4)c3c(=O)n2C)cc1	0%	10%	x
CCCCn1cc2c(c1-c1cccc(C)c1)c(=O)n(C)c(=O)n2C	x	-3%	15%
SMILES	TDP1 block	FEN1 inhibitor	N370S GC mod
CCn1c(SCc2ccc([N+](=O)[O-])cc2)nnc1C(C)NC(=O)c1ccc(C)cc1 (stereo not drawn)	4%	3%	3%
CC1CCN(C(=O)COC(=O)/C=C/c2ccc(Br)o2)CC1	-13%	-9%	x
CCCN(C(=O)c1c(CC)noc1C)c1c(N)n(Cc2ccccc2)c(=O)[nH]c1=O	x	14%	-7%
CC(C)N(Cc1ccccc1)C(=O)COC(=O)C1CCCCC1	-2%	-7%	x
CCc1nc(Cl)c(C#N)c2c1CCCC2	-3%	-2%	1%
CCCCn1c(N)c(N(CCOC)C(=O)COC(=O)Cc2cccc(OC)c2)c(=O)[nH]c1=O	1%	0%	-3%
CCC(C)(C)NC(=O)C(c1ccccc1Cl)N(C(=O)CCC(=O)Nc1cc(C)on1)C1CC1 (stereo not drawn)	3%	-1%	1%
Cc1ccc(S(=O)(=O)n2nc(-c3ccccc3)nc2NCc2ccccc2Cl)cc1	2%	-5%	x
CCCSc1nnc(NC(=O)c2sc3nc(-c4cccs4)ccc3c2N)s1	8%	u	-6%
CC[C@H](C)[C@H](NC(=O)[C@H](CCCNC(=N)N)NC(=O)[C@@H]1CCCN1C(=O)[C@H](Cc1ccccc1)NC(=O)[C@H](Cc1cnc[nH]1)NC(=O)[C@H](CCCNC(=N)N)NC(=O)[C@@H](NC(=O)[C@H](C)NC(=O)[C@H](CCC(=O)O)NC(=O)[C@H](CC(N)=O)NC(=O)[C@@H](N)CCCCN)C(C)C)C(=O)N[C@@H](Cc1c[nH]c2ccccc12)C(=O)N[C@@H](CC(C)C)C(=O)O	8%	x	-8%
CSc1ccc(CN2CCC(Cc3ccccc3)CC2)cc1	x	-3%	1%
COc1ccccc1N1CCN(C(=O)c2cc(C(C)(C)C)oc2C)CC1	-3%	10%	14%
[2H]c1c([2H])c([2H])c(-c2nc(N3CCCCCC3)sc2C(=O)c2ccccc2)c([2H])c1[2H]	u	-2%	u
C=CC[C@@H](CC(=O)N[C@H](CO)Cc1ccccc1)C(=O)N[C@@H](C)COC(=O)[C@@H](CC=C)Cc1ccc(F)cc1	1%	-13%	x
OC[C@@H]1O[C@H](n2cnc3c(SCc4ccccc4)ncnc32)[C@H](O)[C@H]1O	3%	4%	x
CCN1CN(CCc2ccccc2)CNC1=S	3%	-1%	10%
Cc1ccc(S(=O)(=O)N2CCCC2CNC(=O)C(=O)NCc2cccs2)cc1 (stereo not drawn)	4%	-2%	-4%
CCc1ccc(OCC(=O)N/N=C(\C)c2ccc(-n3ccnc3)cc2)cc1	5%	-8%	-2%
Cc1ccc(NS(=O)(=O)c2ccc(C(=O)NCc3ccncc3)cc2)cc1	x	10%	-10%
Cc1cc(C(=O)N2C(C)CCCC2C)no1 (stereo not drawn)	12%	12%	2%
C=C1C2CC[C@@]3(C)C(c4ccoc4)OC(=O)C[C@@]13OC1CC(OC(C)=O)C(C)(C)C(CC(=O)OC)[C@@]12C (stereo partly drawn)	14%[56.1 µM]	x	10%
O=c1c2ccccc2oc2cc(OCc3ccc(F)cc3)cc(O)c12	x	1%	-3%
Cc1ccc(C)c(NC(=O)CCC(=O)NNC(=O)c2cccs2)c1	3%	-7%	6%
Cc1nc2nc(CCc3ccccc3)nn2c(C)c1Cl	3%	6%	-1%
C/C(=N\Nc1nc(-c2cc(C)ccc2C)cs1)c1cc2c(ccc3ccccc32)oc1=O	12%	-10%	3%
SMILES	TDP1 block	FEN1 inhibitor	N370S GC mod
CC[n+]1c(/C=C(/C)SC)sc2ccccc21	3%	-4%	-20%
Cc1cc(C)nc(SCC(=O)N/N=C\C(Br)=C\c2ccccc2)n1	-3%	11%	-1%
CC(=O)NNC(=O)c1nc(-c2ccccc2)c(C)o1	3%	20%	-16%
COc1ccc(N2CCN(CC(=O)Nc3nc4c(s3)CC(C)CC4)CC2)cc1 (stereo not drawn)	12%	-23%	3%
COc1ccc(C(CNC(=O)C(CC(C)C)NS(=O)(=O)c2ccc(C)cc2)N2CCOCC2)cc1 (stereo not drawn)	1%	3%	-4%
CCOCCCNc1c(CC)c(C)c(C#N)c2nc3ccccc3n12	6%	9%	1%
Cc1ccc(-c2csc(SCC(=O)c3c(N)n(C4CC4)c(=O)[nH]c3=O)n2)cc1	-15%	-2%	-2%
CC1(NS(=O)(=O)c2ccc(Cl)s2)CCS(=O)(=O)C1 (stereo not drawn)	0%	3%	x
CCc1ccccc1-n1c(SCC(=O)NC)nnc1-c1ccco1	x	-4%	-4%
O=C(NCCN1CCOCC1)c1ccc(Cl)cc1O	5%[0.0935 µM]	-3%	-6%
NCCCCc1ccc2ccc3cccc4ccc1c2c34	-1%	-13%	-14%
COc1cccc(-n2nc(C(C)=O)c(=O)[nH]c2=O)c1	3%	1%	7%
COc1ccc(S(=O)(=O)Nc2ccc(C(F)(F)F)cc2)cc1OC	5%	-10%	-18%
C=CCn1c(SCC(=O)N(CCC)C2CCS(=O)(=O)C2)nnc1-c1ccccc1OC (stereo not drawn)	7%	3%	-2%
COc1cccc(NC(=O)C2CCCN2C(=O)Nc2ccccc2F)c1 (stereo not drawn)	x	9%	9%
COCc1nnc(NC(=O)COc2ccc3c(c2)OCO3)s1	9%	-4%	2%
COCCNS(=O)(=O)c1cc(OC)c(C)cc1C	4%	-1%	-7%

Bioassay records (PubChem BioAssay)
